M. tuberculosis GlmU: inhibition of mycobacterial GlmU enzyme – biochemical, glucosamine-1-phosphate acetyltransferase (AID 1376); M. tuberculosis GlmU acetyltransferase enzyme assay; higher % means a stronger effect; 220,000 tested, 0.25% active; inhibition, %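 (tested at 30 µM in the primary screen)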; hits with a dose series show IC50 in µM; in the data active = inhibition above about 13%;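 note: 0% = complete reaction with vehicle and 100% = reaction without substrate; strong numbers were not always called active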
Mtb RmlCD inh: blocks M. tuberculosis RmlC and RmlD coupled enzymes | inhibition, % at 3.6 µM | P9WH09+P9WH11 | 160,000 tested, 0.03% active | RmlC+RmlD coupled enzyme assay, percent inhibition; primary screen in compound mixtures; in the data active = inhibition mostly above about 34%, no sharp cut-off; note: some results filed as inactive read as strong as hits
Target sequence (P9WH09 whole entry, looked up): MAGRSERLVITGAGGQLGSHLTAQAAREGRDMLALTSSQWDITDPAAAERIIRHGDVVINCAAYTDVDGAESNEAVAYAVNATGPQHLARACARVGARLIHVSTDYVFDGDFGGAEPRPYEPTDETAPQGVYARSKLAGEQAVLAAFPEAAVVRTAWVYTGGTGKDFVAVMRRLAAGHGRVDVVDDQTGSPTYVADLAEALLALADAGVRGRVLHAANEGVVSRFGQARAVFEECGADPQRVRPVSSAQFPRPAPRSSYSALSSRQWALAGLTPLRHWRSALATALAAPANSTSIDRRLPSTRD
Target sequence (P9WH11 whole entry, looked up): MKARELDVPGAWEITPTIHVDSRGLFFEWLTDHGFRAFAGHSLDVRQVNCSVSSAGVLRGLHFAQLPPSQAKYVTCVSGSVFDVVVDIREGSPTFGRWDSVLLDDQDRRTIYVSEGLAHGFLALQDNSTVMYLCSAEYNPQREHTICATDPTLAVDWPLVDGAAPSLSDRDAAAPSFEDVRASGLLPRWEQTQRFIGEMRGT
Numbers without * were called inactive; x = not tested or not shown. A portion of the library; rates above refer to the full screens.

Fields – M. tuberculosis GlmU	Mtb RmlCD inh
CCN(CC)CCOC(=O)c1cccc(Br)c1
→ -1.3%	-2
COc1ccc(CN2CCn3ncc(C(=O)Nc4ccccc4)c3C2=O)cc1
→ -4.2%	x
COc1ccc(OCCN2C(=O)NC3(CCc4ccccc4C3)C2=O)cc1 (stereo not given)
→ 0.4%	-4
CCOc1ccc(-c2c(=O)n(OCc3nc4ccccc4[nH]3)c3ccccc3[n+]2[O-])cc1
→ 4.0%	15
O=C(CC12CC3CC(CC(C3)C1)C2)NCC(=O)N1CCCC1
→ 0.7%	x
CCOC(=O)c1sc2nc(N3CCOCC3)c3c(c2c1N)CC(C)(C)N(C)C3
→ -1.2%	-7
O=C(COc1ccccc1)NN1C(=O)CSC1=S
→ -5.4%	-7
CCOC(=O)c1c(C)c(C(=O)N2CCN(c3cccc(Cl)c3)CC2)c(C)n1C
→ 0.1%	-12
Cn1cc(C=O)c2cc(S(=O)(=O)N3CCOCC3)ccc21
→ -1.7%	x
Cc1ccc(C(=O)Nc2cccc(C(=O)NCc3ccccc3)c2)o1
→ 1.8%	17
O=C(COC(=O)c1ccccc1C(=O)c1ccc(Cl)cc1)NCc1ccccc1
→ 0.7%	8
CC(=O)c1c(N2CCN(Cc3ccccc3)CC2)nc(=S)n(Cc2ccccc2)c1C
→ -4.9%	-12
COCCn1c(C)cc(C(=O)COC(=O)c2ccc(N3CCCC3=O)cc2)c1C
→ 5.2%	x
COc1ccccc1-c1cc(C(=O)Nc2cc(C)nn2-c2ccccc2)no1
→ -1.0%	-36
Cc1cc(=O)oc2cc3c(cc12)OCCO3
→ 1.0%	x
CCn1c(SCC(=O)N2c3ccccc3CCc3ccccc32)nnc1-c1ccc(OC)cc1
→ 1.5%	78
Cc1nn2c(C)c(C(=O)Nc3ccccc3)cnc2c1-c1ccccc1
→ 0.9%	-2
CC1Cc2ccccc2N1C(=O)Cn1cnc2ccccc2c1=O (stereo not given)
→ -4.2%	x
Cc1ccc(-c2nnc(SCC(=O)Nc3cccc(C(=O)N4CCOCC4)c3)n2C)cc1
→ 0.3%	-5
Cc1cc(C(F)(F)F)n(-c2nc(C(=O)NNS(=O)(=O)c3ccccc3[N+](=O)[O-])cs2)n1
→ -2.4%	x
O=C(OCc1ccc2c(c1)OCO2)c1ccc(S(=O)(=O)N2CCCCC2)cc1
→ -0.3%	1
COc1ccc(NC(=O)Cn2c(=O)n(-c3ccc(OC)cc3OC)c(=O)c3c(C)c(C)sc32)cc1
→ -2.9%	0
O=C(NC1=NC2CCCCC2N1)c1ccccc1 (stereo not given)
→ 5.5%	-10
COc1ccc(/C=N/NC(=O)c2ccncc2)cc1CSc1nc2ccccc2s1
→ -0.2%	1
CC(C)CCN1CCN(Cc2ccsc2)CC1CCO (stereo not given)
→ -1.3%	x
Cc1cccc(C)c1OCC(O)Cn1c2ccccc2c2ccccc21 (stereo not given)
→ -3.1%	-4
O=C(COC(=O)CCCSc1nc2ccccc2[nH]1)Nc1ccc(Cl)cc1
→ -0.5%	-8
CC(C)CC(c1nnnn1CC1CCCO1)N1CCN(c2cccc(Cl)c2)CC1 (stereo not given)
→ 1.6%	4
CCOc1cc(C(=O)NC(C)CC)cc(OCC)c1OCC (stereo not given)
→ 7.4%	x
O=C(CCCn1c(=S)[nH]c2cc3c(cc2c1=O)OCO3)N1CCN(c2ccc(F)cc2)CC1
→ 1.2%	x
CC(C)(C)NC(=O)CC(c1ccccc1)c1ccccc1O (stereo not given)
→ 4.1%	7
CC12CCC(C(=O)N(CC(O)CN3CCCCC3)C1=O)C2(C)C (stereo not given)
→ -3.3%	-6
CN(C)CCNc1nc2sc3c(c2c(=O)n1CCc1ccccc1)CCCCC3
→ -4.2%	-4
Nc1ccc(C(=O)OCC(=O)NC2CCS(=O)(=O)C2)cc1[N+](=O)[O-] (stereo not given)
→ -1.1%	10
NC(=O)c1sc(-c2ccsc2)cc1NS(=O)(=O)c1ccc(C(F)(F)F)cc1
→ 2.1%	36
COC(=O)[C@@H]1C[C@H]2CC[C@H](O)C[C@H]2N1Cc1ccc(Cl)cc1
→ -2.0%	x
CC(=O)N(C)c1nnc(-c2ccccn2)s1
→ -0.6%	x
COc1ccc2ccc(=O)oc2c1CC(O)C(C)(C)O (stereo not given)
→ -2.7%	x
CC(Cc1ccccc1)C(=O)NCCO (stereo not given)
→ -2.7%	x
Cc1ccc(S(=O)(=O)N2CCN(C(=O)C3Cc4ccccc4CN3C(=O)c3ccco3)CC2)cc1 (stereo not given)
→ 3.7%	-7

By substructure, the compounds so far containing an NH in an aromatic ring (three)
Fields – M. tuberculosis GlmU	Mtb RmlCD inh
CCOc1ccc(-c2c(=O)n(OCc3nc4ccccc4[nH]3)c3ccccc3[n+]2[O-])cc1
→ 4.0%	15
O=C(COC(=O)CCCSc1nc2ccccc2[nH]1)Nc1ccc(Cl)cc1
→ -0.5%	-8
O=C(CCCn1c(=S)[nH]c2cc3c(cc2c1=O)OCO3)N1CCN(c2ccc(F)cc2)CC1
→ 1.2%	x

(next part)
Fields – M. tuberculosis GlmU	Mtb RmlCD inh
O=C(NCCC1=CCCCC1)c1ccc(F)c(S(=O)(=O)N2CCOCC2)c1
→ -4.8%	x
CC(=O)c1ccc(OCC(=O)NCc2ccc(F)cc2)cc1
→ 1.1%	4
CCN(CC(=O)Nc1ccc(OC(F)F)cc1)C1CCCCC1
→ 2.8%	-3
CCCCNC(=O)C(c1ccc(OCC(=O)OC)c(C(=O)OC)c1)N(CCc1c[nH]c2ccccc12)C(=O)CCCCCN1C(=O)NC(c2ccc(-c3ccccc3)cc2)C(C(=O)OCc2ccccc2)=C1C (stereo not given)
→ 6.6%	0
COc1ccc([N+](=O)[O-])cc1NC(=O)CSc1nc(C)cc(C)n1
→ 3.0%	0
COC(=O)C1=Nc2ccccc2/C1=C\c1c(O)n(-c2ccc(OC)cc2)c(=O)[nH]c1=O
→ 6.5%	x
COC(=O)[C@H]1C[C@@H]1[C@H](NC(=O)OCc1ccccc1)c1ccccc1
→ -5.5%	x
CC(=O)c1c(C)[nH]c(C(=O)OCC(=O)Nc2cccc(S(=O)(=O)N3CCCC3)c2)c1C
→ -3.1%	15
C[C@]12CCC(=O)C=C1CC[C@@H]1[C@@H]2[C@@H](O)C[C@@]2(C)[C@H]1CC[C@]2(O)C(=O)CO
→ 7.0%	x
Cc1ccc(C(=O)N(CN2CCCC2=O)c2ccccc2)cc1
→ 2.3%	8
Cc1oc(-c2cc(Cl)cc(Cl)c2)cc1C(=O)NCCc1ccccc1
→ 6.0%	2
CC(=O)c1ccc(N2CCN(C(=O)/C=C/c3ccc4ccccc4n3)CC2)cc1
→ 0.1%	15
CCC(C)(C)NC(=O)CN(Cc1ccc2c(c1)OCO2)C(=O)CCC(=O)Nc1ccccn1
→ 5.7%	x
O=C1c2ccccc2C(Nc2ccc3c(c2)OCO3)N1Cc1ccc2c(c1)OCO2 (stereo not given)
→ -3.4%	-3
NC(=S)Nc1cccc2[nH]ccc12
→ -4.3%	x
COc1cc(OC)c(C2=NOC(C(=O)Nc3cc(C)nn3-c3ccccc3)C2)cc1Cl (stereo not given)
→ 4.2%	12
Cc1cc(C)cc(NC(=S)/C(=C(\[O-])c2ccc(Cl)cc2Cl)[n+]2ccc(C(C)(C)C)cc2)c1
→ -1.6%	-10
CCC(C(=O)NCc1ccco1)N(C(=O)CNS(=O)(=O)c1ccccc1)c1ccc(OC)cc1 (stereo not given)
→ -3.0%	11
COCCNC(=O)c1ccc(C(=O)NCCOC)s1
→ 0.1%	4
O=C(CN1C(=O)NC2(CCCCCC2)C1=O)NCc1ccco1
→ 1.2%	x

Profiles, quoted from the list:
O=C(OCc1ccc2c(c1)OCO2)c1ccc(S(=O)(=O)N2CCCCC2)cc1 reads M. tuberculosis GlmU = -0.3%; Mtb RmlCD inh = 1
CC(C)CCN1CCN(Cc2ccsc2)CC1CCO (stereo not given) reads M. tuberculosis GlmU = -1.3%; Mtb RmlCD inh = x

Further records
Fields – M. tuberculosis GlmU	Mtb RmlCD inh
Cc1ccc(C(C2C(=O)CC(C)(C)CC2=O)C2C(=O)CC(C)(C)CC2=O)s1
→ 1.8%	x
CC(C)c1ccc(NC(=O)COC(=O)[C@H](CCC(N)=O)NC(=O)c2ccc(F)cc2)cc1
→ -2.3%	-8
CCOC(=O)Cn1c(=O)oc2cc(S(=O)(=O)NC(C)(C)CC)ccc21
→ -4.2%	-8
CSCCC(NC(=O)c1ccccc1)C(=O)O (stereo not given)
→ 1.4%	-7
Cn1c(SCc2ccccc2F)nnc1-c1ccccn1
→ 2.2%	-13
O=C(Cc1cccs1)N1CCCC(c2nc3c(nnn3Cc3cccc(Cl)c3)c(=O)[nH]2)C1 (stereo not given)
→ -0.4%	5
CCc1ccc(NC(=O)C(=O)NCCN2CCN(S(C)(=O)=O)CC2)cc1
→ 0.9%	5
CCn1c(SCC(=O)N/N=C/c2cccs2)nc2ccccc21
→ -3.7%	-14
COc1ccccc1-n1c(SCC(=O)Nc2cccc(C)c2)nc2c(c1=O)SCC2
→ 0.7%	1
CC1=CC(=C(C#N)C#N)C=C(C)N1CCN1CCN(C(=O)Nc2cccc(Cl)c2)CC1
→ -3.0%	11
CC(ON1CC1(C(F)(F)F)C(F)(F)F)(C(N)=O)C(N)=O (stereo not given)
→ 2.1%	23
O=C1C(Cl)=C(NCC2CCCO2)C(=O)N1Cc1ccccc1 (stereo not given)
→ -0.6%	4
Cc1ccccc1OCc1nnc(SCC(=O)Nc2c(C)n(C)n(-c3ccccc3)c2=O)n1-c1ccccc1
→ 5.0%	-9
COc1ccccc1C(=O)NCc1ccccc1
→ -5.4%	x
CCN(CC)c1nc2ccccc2nc1-n1nc(C)cc1C
→ -0.8%	10
Cc1ccc(C(=O)CCC(=O)N2CCC(C(N)=O)CC2)cc1
→ 3.4%	1
Nc1nc(-c2ccc(-n3nncc3-c3ccco3)cc2)cs1
→ 6.6%	-8
CN1CCN(CC#CCC2(O)c3ccccc3-c3ccccc32)CC1
→ 5.1%	-14
O=C(CCNS(=O)(=O)c1cccs1)NC1CCN(Cc2ccccc2)CC1
→ -7.4%	-11
Fc1ccccc1-c1nc2c(s1)CCc1onc(-c3ccc(Br)cc3)c1-2
→ 6.3%	x

As a short view, some entries already given.
Fields – M. tuberculosis GlmU	Mtb RmlCD inh
O=C(CCNS(=O)(=O)c1cccs1)NC1CCN(Cc2ccccc2)CC1
→ -7.4%	-11
Fc1ccccc1-c1nc2c(s1)CCc1onc(-c3ccc(Br)cc3)c1-2
→ 6.3%	x

Additional structures.
Fields – M. tuberculosis GlmU	Mtb RmlCD inh
O=Cc1cn(-c2ccccc2)nc1-c1ccncc1
→ 2.2%	-12
COc1ccc(C(=O)NC2CCCCCC2)cc1S(=O)(=O)N1CCCC1
→ 1.3%	2
CCOC(=O)N/N=C/c1ccc(OC)c(O)c1
→ -2.0%	10
Cc1onc(-c2c(Cl)cccc2Cl)c1CO/N=C(\C#N)c1c(Cl)cccc1Cl
→ 0.5%	10
Cc1ccc(C2N=C(N)Nc3nc4ccccc4n32)cc1 (stereo not given)
→ -1.7%	-43
CCN(CCNc1ccc([N+](=O)[O-])c2cccnc12)S(=O)(=O)c1ccc(Cl)cc1
→ 0.2%	16
Cc1cc2nnc(SCC(=O)Nc3cc(S(=O)(=O)N4CCOCC4)ccc3Cl)n2c2ccccc12
→ -3.7%	13
Cn1c(-c2sc3cc(C(F)(F)F)cnc3c2-c2cccnc2)n[nH]c1=S
→ 4.6%	-4
CCOC(=O)c1cnc(NCc2ccccc2)nc1C
→ 4.2%	-6
C[C@]12CC(O)C3C(CCC4=CC(=O)CC[C@@]43C)C1CCC2c1csc(-c2ccccc2)n1 (stereo not given in full)
→ -2.6%	6
CCCNC(=O)C1CCN(S(=O)(=O)c2ccc(Br)cc2)CC1
→ 22%	x
CCN(C(=O)Nc1ccccc1OC)c1c(N)n(Cc2ccccc2)c(=O)[nH]c1=O
→ 5.3%	x
COc1ccc(/C(C)=N/Nc2ncc(Cl)cc2Cl)c(O)c1
→ -3.5%	11
CC(=O)c1ccc(NC(=S)Nc2ccc(N3CCOCC3)cc2)cc1
→ -3.1%	-5
CCc1ccc(NC(=O)CCNS(=O)(=O)c2cccc3nsnc23)cc1
→ -3.8%	-7
COc1ccc(CCNC(=O)C2=COCCO2)cc1
→ 0.9%	-13
COc1ccc([N+](=O)[O-])cc1N/C(=N/S(=O)(=O)c1ccccc1)c1ccccc1
→ 1.9%	-11
O=C(Nc1ccc(N2CCOCC2)cc1)C1CCN(C(=O)OCc2ccccc2)CC1
→ -1.4%	-4
COc1ccc(N(CC(=O)Nc2nc3ccc(C)cc3s2)S(=O)(=O)c2c(C)nn(C)c2C)cc1
→ 1.1%	-7
Cc1cccc(NC(=O)c2ccccc2OCC(=O)c2ccc(F)cc2)c1
→ 2.0%	x
CN1C(=O)c2cccc(NCCCCCCN3C(=O)c4ccccc4C3=O)c2C1=O
→ 2.0%	99
CCCCCCCCNC1=CC(=O)CC(C)(C)C1
→ -4.2%	12
Cc1ccc(OCc2nnc(SCC(=O)CC(=O)Nc3ccccc3)o2)cc1
→ -5.1%	x
Cc1c(/C=N/n2cnnc2)c2ccccc2n1C
→ 2.7%	-4
Clc1ccccc1OCc1nnc(-c2ccccc2)o1
→ 5.1%	-2
O=C(CSc1ncccc1C(=O)O)c1ccccc1
→ 3.3%	x
COc1cccc(/C=C2\SC(=O)N(CCC(=O)NNC(=O)c3cccc(Cl)c3)C2=O)c1
→ -9.3%	8
CC(=O)c1ccc(N2CCN(S(=O)(=O)c3cccc4nonc34)CC2)cc1
→ -4.1%	3
CC(=O)c1cccc(NC(=O)c2cc(-n3cnnc3)ccc2Cl)c1
→ 1.7%	6
COc1cc(C(=O)O/N=C2\C=CC(=O)C(C)=C2)cc(OC)c1OC
→ 3.9%	x
